# TAG inh: inhibitors of triacylglycerol accumulation; H9c2 cells, Nile Red lipid (TAG) fluorescence; cells loaded with 200 µM oleic acid; inhibition, % at 12.5 µM; 0.66% of 230,000 active; AID 651582;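 active means pattern-corrected inhibition of lipid staining of at least 50% with the nuclear-stain viability signal not falling by more than 50%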;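 further: 0% = DMSO wells and 100% = triacsin C control wells; some results filed as inactive read as strong as hits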
# TAG inh DAPI viability: further read-out of TAG inh, marked with its call; DAPI nuclei signal change (viability), lower = more cytotoxic, %;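 whole-well DAPI fluorescence read on a plate reader as a viability signal; minus 50 percent equals half of cells still viable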
# Starred values were filed as active, the others as inactive.
# Below each SMILES: TAG inh DAPI viability	TAG inh
Cn1nc(C(C)(C)C)cc1C(=O)N1CCCCC1c1cc(C(=O)NCc2ccccc2)no1 (stereo not given)
  22.3	-11.4
COC(=O)C(C(=O)OC)c1ccc(N)cc1
  -4.7	9.3
O=[N+]([O-])c1c(Nc2ccc(O)cc2)cc(N2CCOCC2)c2nonc12
  -7.3	15.5
COc1cccc(C(O)c2nc(-c3ccc(F)c(Cl)c3)cs2)c1 (stereo not given)
  -0.6	-13.0
CC(C)(C)c1ccc(CC(=O)N2CCC2(C)C(=O)Nc2ccc(F)cc2F)cc1 (stereo not given)
  15.1	-27.3
O=C(NCc1ccc(Cl)cc1)C1CCN(c2cnccn2)CC1
  3.4	0.6
COc1ccc(C2=CC(=O)C[C@H](c3ccc(F)cc3)C2)cc1F
  9.1	-14.9
CC1CCCCC1NC(=O)COC(=O)Cc1ccc(Br)cc1 (stereo not given)
  1.5	-26.3
Cc1ccc(C(C(=O)NCc2ccco2)N(CC2CCCO2)C(=O)Cn2nnc3ccccc32)cc1 (stereo not given)
  -6.8	1.0
c1ccc(-n2ncc3c2ncn2cnnc32)cc1
  11.4	0.7
O=C(O)CCC(=O)N1c2ccccc2NC2=C(C(=O)CC(c3ccc(F)cc3)C2)C1c1ccc([N+](=O)[O-])o1 (stereo not given)
  4.2	-16.9
CCOC(=O)c1nn(-c2ccccc2)c(=O)cc1OCC(=O)Nc1cccc(OC)c1
  -1.4	6.0
Cc1ccc(S(=O)(=O)N2CCCCC2CCNC(=O)C(=O)NCc2ccco2)cc1 (stereo not given)
  -10.3	12.9
COc1ccc(S(=O)(=O)Nc2cccc3c2O[C@H](CN(C)C)[C@@H](C)CN([C@H](C)CO)C3=O)cc1
  0.4	-22.0
Cc1ccc(SCC(=O)N2CCCC2)cc1
  -3.4	1.4
CN(CCCN1CCOCC1)Cc1cn(C)nc1-c1ccccc1F
  -7.2	11.6
CCN(CC(N)=O)S(=O)(=O)c1ccc(F)cc1
  -15.6	-6.9
COc1cc(OC)c(OC)cc1/C=C/c1cc(C(F)(F)F)[nH]c(=O)n1
  -0.8	8.0
O=C(CSc1nnc(CNC(=O)c2ccccc2)o1)c1ccc(Cl)cc1
  2.2	-10.9
CCOC(=O)NN=C1c2ccccc2-c2ccccc21
  -3.1	-0.2
Cc1cccc(NC(=O)CN2CCN(C(=O)C(C)Oc3ccc(C#N)cc3)CC2)c1C (stereo not given)
  -4.0	9.7
O=C(Nc1ccccc1F)c1ccc2nc(N3C(=O)CCC3=O)sc2c1
  -0.7	5.5
COc1ccccc1C(C)NCC(=O)NCC(=O)Nc1ccc(F)c(F)c1F (stereo not given)
  -3.5	10.0
CCC(C)c1ccc(NC(=S)Nc2ccc(OC)c(OC)c2)cc1 (stereo not given)
  3.0	-1.3
Cc1ccc2nc(NCCNC(=O)c3ccccc3)c(C#N)cc2c1
  5.7	-9.2
COc1ccc(OC)c(S(=O)(=O)Nc2ccc(CC(=O)O)cc2)c1
  5.3	-12.8
COc1cccc(C(=O)O/N=C/c2ccc(Sc3ccc(C)cc3)nc2)c1
  -0.6	1.0
CCOC(=O)c1cccc(NC(=O)Nc2ccc3c(c2)C(=O)OC3)c1
  10.3	-22.1
C=CCN(C(=O)Nc1ccc2c(c1)nc(C)n2C)c1ccccc1
  0.3	-3.3
O=C1OCC(c2ccccc2)=C1c1ccccc1[N+](=O)[O-]
  4.2	5.8
CCOc1ccc(N=Nc2c(C)[nH]n(-c3ccccc3)c2=O)cc1
  -15.1	27.8
COc1ccc(Nc2ncnc3ccccc23)c(OC)c1
  -5.5	11.5
O=C(Cc1ccccc1)NCC(=O)OCc1ccccc1F
  18.3	-15.5
NC(=O)C1CCN(c2ncnc3c(-c4ccccc4)nsc23)CC1
  -7.1	1.1
Cc1nccn1CC(O)Cn1c2ccccc2c2ccccc21 (stereo not given)
  -2.9	10.4
CC1CCN(C(=O)CNC(=O)c2ccc(Cl)cc2Cl)CC1
  -6.6	-22.2
CCN(C(=O)C1=COCCO1)c1nc2c(C)cccc2s1
  -0.4	-18.0
Cn1c(=NC(=O)CS(=O)(=O)c2ccccc2)sc2ccccc21
  -3.5	5.9
CC1CCCC(C)N1C(=O)CN1c2cccc3cccc(c23)S1(=O)=O (stereo not given)
  3.4	2.8
Cc1cc(C)c(C)c(S(=O)(=O)NC2CCCCC2)c1C
  -6.2	-1.9
COc1ccc(C(=O)CSC2=NS(=O)(=O)c3cc(Cl)ccc3N2)cc1
  -4.9	-6.0
Cc1ccc(Nc2nc3c([nH]2)c(=O)[nH]c(=O)n3C)cc1
  -3.1	8.1
Cc1c(C(=O)NCc2ccc3c(c2)OCO3)cccc1[N+](=O)[O-]
  5.1	3.7
CC(NC(=O)CCc1nnc(CCCc2ccccc2)o1)c1ccccc1 (stereo not given)
  -13.3	7.2
Cc1ccc(S(=O)(=O)c2nc(-c3ccc(F)cc3)oc2SCC(=O)NCC2CCCO2)cc1 (stereo not given)
  9.4	-11.9
O=C1CSC(=Nc2ccccc2[N+](=O)[O-])N1
  1.5	0.6
O=c1cc(-c2ccccc2)nc(SCCOc2ccccc2Cl)[nH]1
  2.2	-10.8
O=C(NCCc1csc(-c2cccnc2)n1)c1ccccc1
  -6.1	-4.7
S=C(Nc1ccccc1)N1CCn2c(nc3ccccc32)C1
  -2.5	1.0
Cc1nc(SCc2nc3ccc(Br)cc3[nH]2)c2oc3ccccc3c2n1
  -14.2	19.4
CC1c2ccsc2CCN1S(=O)(=O)c1ccccc1 (stereo not given)
  6.9	-10.6
CCNC(=S)NNC(=O)CSc1nc2ccccc2[nH]1
  4.5	-11.6
O=C(O)CC(C(=O)O)C(c1ccccc1)c1ccccc1 (stereo not given)
  6.2	-1.0
COc1ccc(/C=C/c2nnc(NC(=O)CC(C)C)s2)cc1
  4.2	1.7
COc1ccc(-c2[nH]ncc2CN2CCC(N3CCSCC3)CC2)c(F)c1
  -1.5	5.6
CCNc1nc(N2CCCC2)nc(N2CCCC2)n1
  9.7	-15.4
O=C1CC2(CCN(C(=O)c3ccc(Br)cc3)CC2)Oc2ccccc21
  -1.6	19.4
CC(NC(=O)Cc1ccccc1)C1COc2ccccc2O1 (stereo not given)
  -6.4	-16.7
O=C(NNS(=O)(=O)c1ccc(F)cc1F)c1csc(-c2cccnc2)n1
  12.1	-2.6
C/C(CC(=O)Nc1cccnc1)=N\NC(=O)C(C)Oc1ccc(Cl)cc1Cl (stereo not given)
  -3.6	-11.5

# Next part:
# Below each SMILES: TAG inh DAPI viability	TAG inh
O=C(NCCCN1CCOCC1)C(c1ccccc1)c1ccccc1
  -0.6	10.1
OC1CCN(Cc2cn(Cc3ccccc3)nc2-c2cc3ccccc3o2)CC1
  16.3	6.5
COc1ccc(CC(=O)NCc2n[nH]c(=S)n2-c2ccc(F)cc2)cc1
  0.8	9.5
CCOC(=O)C1CCCN(C(=O)c2ccc(C(=O)c3ccccc3)cc2)C1 (stereo not given)
  2.9	-8.3
O=C(CNC(=O)c1cc(S(=O)(=O)N2CCOCC2)ccc1N1CCCC1)Nc1ccc(F)c(F)c1
  -4.3	-11.3
CC1(C)CC(NC(=O)c2ccccc2NS(=O)(=O)c2ccc(Br)cc2)CC(C)(C)N1
  2.4	0.9
CCc1cccc(C)c1NC(=O)c1ccoc1C
  -0.4	7.7
COc1ccc(S(=O)(=O)N2CCOCC2)cc1NC(=O)CN1C(=O)NC2(CCCCC2C)C1=O (stereo not given)
  -3.9	7.9
COc1ccc(NC(=O)Cc2ccccc2)cn1
  6.1	-18.3
Cc1nnc(N/N=C/c2ccc(-c3ccc(Br)cc3)o2)n1N
  -5.9	3.6
C=CC1=CCN(S(=O)(=O)C(C)(C)C)[C@H]1CCO
  -4.5	9.4
O=C(c1ccccc1)N1CCC(CC2CC(c3ccc(Cl)cc3)=NO2)(C(=O)NCC2CCCCC2)CC1 (stereo not given)
  -1.2	8.9
Cc1cc(NC(c2cccnc2)c2c(C)[nH]c3ccccc23)no1 (stereo not given)
  2.8	0.4
CS(=O)(=O)N(CCC#N)Cc1ccc(/C=C2\C(=O)Nc3ccccc32)o1
  -7.2	-9.3
CSc1ccc(-c2sc(Nc3cccc4ccccc34)n[n+]2-c2ccccc2)cc1
  14.1	12.2
Cc1cc(C)c(C#N)c(SCC(=O)Nc2ccc(S(=O)(=O)Nc3onc(C)c3C)cc2)n1
  -4.2	9.7
Cc1ccc(Oc2ccccc2NC(=O)C2=COCCO2)cc1
  3.4	-4.9
O=C(CCCCCCN1C(=O)c2ccccc2C1=O)Nc1nccs1
  -7.4	6.3
CCOc1ccc(NC(=O)CCN2CCN(S(=O)(=O)c3cc(Cl)ccc3OC)CC2)cc1
  -5.2	-9.5
CN(CC(=O)Nc1ccccc1Br)C(=O)c1ccncc1
  7.4	-5.6
O=c1c2ccccc2nc(SCc2cn3ccsc3n2)n1-c1ccc(F)cc1
  6.8	-1.0
Cc1ccc(NC(=O)CCN2C(=O)C3CCCCC3C2=O)cc1[N+](=O)[O-] (stereo not given)
  10.3	-23.1
CC1=Nn2c(nc(-c3ccccc3)c2-c2ccccc2)NC(=O)C1Br (stereo not given)
  -6.6	-1.3
CCCn1c(=NC(=O)CCS(=O)(=O)c2ccccc2)sc2cc(S(N)(=O)=O)ccc21
  -3.2	-10.7
C=CCn1c(SCc2cccc(OC)c2)nnc1-c1ccncc1
  1.4	-11.0
Cc1cccc(N=C2CCCC2C(=O)Nc2cccc(C)c2C)c1C (stereo not given)
  -8.7	-18.3
Cc1ccccc1C(=O)Nc1cccc(C(=O)Nc2ccccc2C(=O)O)c1
  1.7	-2.4
O=C(NC(=O)N1CCSCC1)c1c(Cl)cccc1Cl
  0.8	-10.6
O=C(NCCc1ccccc1)C1CCC(=O)N(Cc2ccc(Cl)cc2)C1 (stereo not given)
  8.0	10.4
CC(C)(C)OC(=O)N1CCC(Cc2cc(-c3ccccc3)no2)(C(=O)O)CC1
  3.8	-26.7
CCN(Cc1ccccc1)S(=O)(=O)c1ccc(C(=O)N(CCCN(C)C)c2nc3c(F)cccc3s2)cc1
  0.8	1.4
OC[C@@H]1CN(Cc2ccc(Cl)cc2)C[C@H](n2cnc3c(NCc4ccncc4)ncnc32)O1
  -12.3	12.1
Cc1ccsc1C(=O)NN=C1CCCCCC1
  -11.3	-0.2
COc1ccccc1C(=O)COC(=O)CSCC(=O)Nc1cc(C)on1
  -0.4	5.3
COc1ccc(Cn2nnnc2C(CC(C)C)N2CCC(C(N)=O)CC2)cc1 (stereo not given)
  1.0	-13.7
COC(=O)[C@@]12CCCN1[C@H](c1ccc(-c3ccc(OC)cc3)cc1)[C@@H]1C(=O)N(C)C(=O)[C@@H]12
  5.1	4.2
Cc1nc2ccccc2n1CC(=O)NC1CCCCCC1
  -10.7	-9.1
C[C@H](CO)N1C[C@H](C)[C@@H](CN(C)C(=O)c2ccc3c(c2)OCO3)Oc2cc(/C=C/c3ccccc3)ccc2S1(=O)=O
  5.1	30.9
CC(C)N(CCn1c(SCC(=O)Nc2cccnc2Cl)nc2ccccc2c1=O)C(C)C
  -13.9	31.7
O=C1CCc2cc(NS(=O)(=O)c3cc(F)ccc3F)cc3c2N1CC3
  3.9	0.9
CNS(=O)(=O)c1ccc(NC(=O)c2cnn3c(C(F)F)cc(-c4ccccc4)nc23)cc1
  7.3	16.5
O=C(c1ccccc1Cc1ccccc1)N1CCN(S(=O)(=O)c2ccccc2[N+](=O)[O-])CC1
  3.0	-5.9
CN(CCC#N)C(=O)COC(=O)c1ccc(Cl)cc1O
  5.7	0.1
O=C(O)c1ccccc1/C=N/Nc1ccc(S(=O)(=O)N2CCCC2)cc1[N+](=O)[O-]
  1.5	-8.1
Cc1cccc(NC2=C(Cl)C(=O)OC2OC(=O)c2ccco2)c1 (stereo not given)
  -4.6	1.7

# Complete entries, looked up by structure. Order of values: TAG inh DAPI viability | TAG inh
# CN(CCC#N)C(=O)COC(=O)c1ccc(Cl)cc1O across the screens: 5.7 | 0.1
# OC1CCN(Cc2cn(Cc3ccccc3)nc2-c2cc3ccccc3o2)CC1 across the screens: 16.3 | 6.5
# Cc1nccn1CC(O)Cn1c2ccccc2c2ccccc21 (stereo not given) across the screens: -2.9 | 10.4
# COc1ccc(CC(=O)NCc2n[nH]c(=S)n2-c2ccc(F)cc2)cc1 across the screens: 0.8 | 9.5

# Remaining list, next part.
# Below each SMILES: TAG inh DAPI viability	TAG inh
CN(CC(=O)Nc1cccc(F)c1)C(=O)CN1C(=O)NC2(CCCC2)C1=O
  -3.8	12.5
Cc1cc(C)cc(OCC(=O)NN2C(=O)c3ccccc3C2=O)c1
  -14.6	1.8
Cc1ccc(CNC(=O)CSc2nc3ccsc3c(=O)n2Cc2ccc(C(=O)O)cc2)cc1
  -7.3	13.2
COc1ccc(NC(=O)C2CC(=O)N(c3ccc(C)cc3)C2)cc1S(=O)(=O)N1CCCCC1 (stereo not given)
  8.4	4.7
C[C@@H]1CN([C@@H](C)CO)C(=O)CCCn2nncc2CO[C@H]1CN(C)S(=O)(=O)c1ccc2ccccc2c1
  -1.1	3.4
O=C(NCCCn1ccnc1)C(F)(F)C(F)(F)C(=O)NCCCn1ccnc1
  -2.1	-28.5
CC1CCN(c2ccc(NC(=O)c3cccnc3Cl)cc2)CC1
  3.1	2.3
O=C(Nc1nc2cc3c(cc2s1)OCO3)c1cccc(N2C(=O)CCC2=O)c1
  -15.4	9.8
O=C(COC(=O)c1ccc[nH]c1=O)Nc1ccc(S(=O)(=O)N2CCCC2)cc1
  5.6	-13.9
COc1ccc(-c2nn(-c3ccccc3)cc2/C=N/NC(=O)c2cccc(S(=O)(=O)Nc3ccccc3OC)c2)cc1
  1.9	30.8

# 3 entries already listed, ordered by count of non-hydrogen atoms, smallest number first:
# Below each SMILES: TAG inh DAPI viability	TAG inh
Cc1cc(C)cc(OCC(=O)NN2C(=O)c3ccccc3C2=O)c1
  -14.6	1.8
O=C(Nc1nc2cc3c(cc2s1)OCO3)c1cccc(N2C(=O)CCC2=O)c1
  -15.4	9.8
Cc1ccc(CNC(=O)CSc2nc3ccsc3c(=O)n2Cc2ccc(C(=O)O)cc2)cc1
  -7.3	13.2

# From PubChem

# These rows are one share of the data; count on the stated rates, not on these rows.
